HP1b chromo inh: HP1-beta chromodomain-methylated histone interaction inhibition; AlphaScreen HP1-beta / biotin-H3K9me3 peptide binding; hit rate 0.56% among 390,000; P83916; Potency, µM (highest dose often 114 µM), for the others: at the highest dose activity change, negative = inhibition, most hits filed as inhibitors; note: nearly all actives have a fitted effect of over 70% in size; inactives centre near 23
Target sequence (P83916 whole entry, looked up): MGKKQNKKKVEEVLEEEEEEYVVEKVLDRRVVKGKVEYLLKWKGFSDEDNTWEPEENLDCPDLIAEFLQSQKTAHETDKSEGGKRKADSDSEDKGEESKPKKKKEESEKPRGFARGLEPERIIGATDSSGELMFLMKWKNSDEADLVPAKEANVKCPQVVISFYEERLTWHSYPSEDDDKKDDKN
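HP1-beta protein (50 nM final) preincubated 30 min at room temperature with biotinylated H3(1-18)K9me3 peptide (50 nM) in PBS pH 7.4, 0.01% Tween-20, then compound added for 30 min. AlphaScreen streptavidin donor/nickel chelate acceptor beads (10 ug/mL final), 30 min dark, luminescence read.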
Tb PGK inh: T. brucei PGK inhibition; PGK/GAPDH coupled, Kinase-Glo luminescence, 60 min; Potency, µM (titrated, usually from 57.5 µM), for inactives: at the highest dose activity change, negative = inhibition, usual class: inhibitors; hit rate 0.043% among 380,000; AID 602233; note: % is set by controls: 0 for no effect and ±100 for the full control effect; nearly all actives have a fitted effect of over 60% in size
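Luminescent ATP detection (Kinase-Glo Plus) follows a 60-minute room-temperature incubation, with wells lacking PGK as controls. Buffer: 100 mM TEA (pH 7.6), 5 mM MgCl2, 0.01% Tween-20. Coupling enzyme GAPDH (100 nM final) supplies unstable 1,3-BPG in-well.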
G9a inh: G9a (human) methyltransferase inhibition | AID 504332 | Potency, µM (series often up to 102 µM), without a hit: at the highest dose activity, negative = inhibition, usual class: inhibitors | hit rate 8.8% among 350,000 | G9a H3K9 monomethylation, AlphaScreen, 2 h | Q96KQ7; note: % is set by controls: 0 for no effect and ±100 for the full control effect; nearly all actives have a fitted effect of over 75% in size
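Enzyme 20 nM + cpd, 15 min RT; add b-H3K9 pep 500 nM / SAM 20 uM; 2 h RT; anti-H3K9me1 Ab 0.5 ug/mL + SA donor / anti-rabbit acceptor beads 20 ug/mL each, 10 min; AlphaScreen read.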
JMJD2A Tudor: JMJD2A Tudor domain (human) inhibition | O75164 | AlphaScreen JMJD2A-Tudor / H3K4me3 peptide binding | Potency, µM (series often up to 114 µM), without a hit: at the highest dose activity change, negative = inhibition, hits mostly inhibitors | hit rate 4.4% among 390,000 | AID 504339; note: % is set by controls: 0 for no effect and ±100 for the full control effect; nearly all actives have a fitted effect of over 50% in size
BLM helicase inh: Bloom syndrome helicase (human) inhibition | P54132 | recombinant BLM DNA unwinding, fluorescence dequenching | Potency, µM (doses to about 56.1 µM), for the others: top-dose activity change, negative = inhibition, hits mostly inhibitors | hit rate 0.2% among 350,000 | AID 2528;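 note: plate controls were vehicle for no effect and no enzyme for full effect; nearly all actives have a fitted effect of over 35% in size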
POLI inh: inhibitors of human DNA polymerase iota; hit rate 1% among 390,000; Pol iota fluorescent replication assay, 10 min; Potency, µM (top dose mostly 115 µM), for inactives: at the highest dose activity, negative = inhibition, hits mostly inhibitors; Q9UNA4; AID 588590
Target sequence (Q9UNA4 whole entry, looked up): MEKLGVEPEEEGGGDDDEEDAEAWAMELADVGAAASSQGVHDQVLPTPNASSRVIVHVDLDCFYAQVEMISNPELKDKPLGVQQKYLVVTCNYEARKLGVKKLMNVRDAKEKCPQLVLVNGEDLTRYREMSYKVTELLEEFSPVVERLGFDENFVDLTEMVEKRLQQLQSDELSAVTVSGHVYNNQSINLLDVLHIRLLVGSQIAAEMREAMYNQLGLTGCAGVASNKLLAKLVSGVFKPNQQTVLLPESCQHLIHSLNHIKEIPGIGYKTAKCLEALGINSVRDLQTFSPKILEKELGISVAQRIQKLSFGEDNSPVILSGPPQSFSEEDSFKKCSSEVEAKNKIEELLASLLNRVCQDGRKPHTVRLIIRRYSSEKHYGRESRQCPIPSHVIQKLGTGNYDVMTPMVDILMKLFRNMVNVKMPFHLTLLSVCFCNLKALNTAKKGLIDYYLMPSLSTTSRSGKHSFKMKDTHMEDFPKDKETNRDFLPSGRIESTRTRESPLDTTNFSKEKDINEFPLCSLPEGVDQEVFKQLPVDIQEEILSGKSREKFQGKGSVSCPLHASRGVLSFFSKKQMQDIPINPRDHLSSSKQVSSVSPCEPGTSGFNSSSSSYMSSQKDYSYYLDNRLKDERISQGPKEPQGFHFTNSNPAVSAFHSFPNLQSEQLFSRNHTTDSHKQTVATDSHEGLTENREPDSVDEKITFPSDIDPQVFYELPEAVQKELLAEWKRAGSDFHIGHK
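Fluorescent replication assay read twice, at 0 min and 10 min after adding 50 nM (final) substrate. Enzyme (10 nM) and compounds were first incubated 15 min at room temperature; enzyme-free buffer wells were negative controls.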
GLS inhibitor: inhibitors of human glutaminase (GLS). GLS enzymatic activity, qHTS titration. Potency, µM (highest dose often 45.5 µM), for the others: top-dose activity change, negative = inhibition, most hits filed as inhibitors. hit rate 0.21% among 410,000. AID 624170; note: % is set by controls: 0 for no effect and ±100 for the full control effect
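Glutamate formation by hKGA was monitored fluorometrically using coupled glutamate oxidase, HRP and Amplex Red. Substrate was added as 1 mM L-glutamine solution; incubation was 30 min at RT after an initial read.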
Pin1 inh: human Pin1 inhibition | hit rate 0.009% among 390,000 | Pin1 FP peptide displacement, HiFluor488, 10 min | Potency, µM (series often up to 115 µM), inactives show at the highest dose activity, negative = inhibition, most hits filed as inhibitors | Q13526; active = well fitted inhibition curve with a large enough effect in the polarisation, with a control signal flat, not every such curve was filed as active; inconclusive = small, poorly fitted or top-dose-only effect, or effect the other way, or a change in a side signal; inactive = no such curve, though single readings can be large or run the other way; the % refers to the polarisation; note: % is set by controls: 0 for no effect and ±100 for the full control effect
Target sequence (Q13526 whole entry, looked up): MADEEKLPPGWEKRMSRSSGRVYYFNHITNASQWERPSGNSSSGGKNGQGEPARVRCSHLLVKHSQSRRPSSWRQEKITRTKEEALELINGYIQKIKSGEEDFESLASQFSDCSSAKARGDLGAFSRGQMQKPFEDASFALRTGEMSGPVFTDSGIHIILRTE
BAZ2B block: blocks human BAZ2B | Potency, µM (series often up to 114 µM), inactives show top-dose activity change, negative = inhibition, actives largely listed as inhibitors | hit rate 4.4% among 360,000 | Q9UIF8 | AID 504333 | AlphaScreen BAZ2B-H3K14Ac peptide displacement; note: % is set by controls: 0 for no effect and ±100 for the full control effect; nearly all actives have a fitted effect of over 60% in size
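Compounds, titrated to a top concentration of 110 uM, were incubated 30 min at room temperature with preformed BAZ2B/acetyl-K14 H3 peptide complex (50 nM each). Proximity signal was measured by AlphaScreen after 20 min with beads.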
The depositor's hits bear a star; i = inactive; ? = inconclusive; . = no result given; [ ] = dose if it differs, or a comment. Unless noted, calls come from the whole dose curve; as a rule, active = well fitted curve in the direction sought with a large enough effect; inconclusive = small, poorly fitted or top-dose-only effect, or another doubt; inactive = no such curve, though single readings can be large; an effect the other way counts as inactive or inconclusive. Potency is the fitted concentration of half-maximal effect.

Values run as follows: HP1b chromo inh	Tb PGK inh	G9a inh	JMJD2A Tudor	BLM helicase inh	POLI inh	GLS inhibitor	Pin1 inh	BAZ2B block
CC1=C(C(=O)Nc2cccnc2)C(c2cccc(F)c2)n2nc(SCc3ccccc3F)nc2N1 (configuration not stated)
  19%	-9%	-5%[59 µM]	-13%	-8%	-26%	13%	-9%	?
CC(SC(C)C(=O)NN=Cc1c[nH]c2ccccc12)C(=O)NN=Cc1c[nH]c2ccccc12 (configuration not stated)
  23%[57 µM]	i	.	-21%	.	-1%	27%	0%	.
CCOC(=O)N1CCN(Cc2nc3cc(NC(=O)c4ccc([N+](=O)[O-])cc4)ccc3n2C(C)C)CC1
  27%	1%	-31%[59 µM]	-26%	-3%	-14%	1%	-2%	-38%
Cn1c(N)c(C(=O)COC(=O)/C=C/c2ccc(S(=O)(=O)N3CCOCC3)cc2)c(=O)n(C)c1=O
  24%	-9%	.	-12%[11.4 µM]	-11%	108%[activator]	-5%	-9%	-1%
COc1ccc(NC(=O)CSc2nc(=O)n(CCN(C)C)c3c2CCCC3)cc1OC
  6%	-4%	-48%	-19%	.	100%[activator]	2%	1%	-29%
Cc1ccc(C2C(C(=O)O)c3ccccc3C(=O)N2C)c(C)c1 (configuration not stated)
  4%	2%	1%	-3%	2%	22%	-3%	-3%	-1%
O=C(CSc1ncnc2nc[nH]c12)Nc1nnc(SCc2ccc(Cl)c(Cl)c2)s1
  24%	-6%	?	-10%	-8%	?	0%	65%[activator]	-28%
Cc1cc(C)c(S(C)(=O)=O)c(Sc2ccc(Cl)cc2)n1
  26%	-7%	13%	20%	-8%	-7%	6%	-7%	11%
Cc1oc(C)c(C(=O)NCCCC(=O)O)c1C(=O)NCCCC(=O)O
  24%	-5%	78%[activator][59 µM]	-10%	1%	12%	-1%	0%	-3%
CCOC(=O)c1c(C)[nH]c(C(=O)Nc2ccc(NC(C)=O)cc2)c1C
  13%	-2%	?	-21%	-8%	-22%	7%	3%	-25%
N#C/C(=C(/O)c1cccs1)c1nc2ccccc2[nH]1
  74%[activator]	-6%	26%	0%[11.4 µM]	-11%	27%	-1%	12%	55%[activator]
COc1ccc(CNCCSc2nnnn2-c2ccccc2)cc1
  31%[activator]	7%	-27%[59 µM]	-13%	2%	15%	4%	-1%	?
C=CCN1C(=O)C2C(C(=O)NC3CCCCC3)C3C=CC2(O3)C1C(=O)NC1CCCC1 (configuration not stated)
  18%	0%	-4%	-7%	-3%	32%[activator]	0%	-11%	1%
CC(=O)Nc1nc(-c2ccc3c(c2)CCN3S(C)(=O)=O)cs1
  -15%	4%	.	-16%	-3%	126%[activator]	-6%	-2%	?
CCCc1cc(=O)[nH]c(SCC(=O)c2cc(C)n(CCC)c2C)n1
  -5%	-5%	?	-23%	-3%	-8%	-3%	4%	?

Filtered by structure, the compounds so far with two or more sulfur atoms
Values run as follows: HP1b chromo inh	Tb PGK inh	G9a inh	JMJD2A Tudor	BLM helicase inh	POLI inh	GLS inhibitor	Pin1 inh	BAZ2B block
O=C(CSc1ncnc2nc[nH]c12)Nc1nnc(SCc2ccc(Cl)c(Cl)c2)s1
  24%	-6%	?	-10%	-8%	?	0%	65%[activator]	-28%
Cc1cc(C)c(S(C)(=O)=O)c(Sc2ccc(Cl)cc2)n1
  26%	-7%	13%	20%	-8%	-7%	6%	-7%	11%
CC(=O)Nc1nc(-c2ccc3c(c2)CCN3S(C)(=O)=O)cs1
  -15%	4%	.	-16%	-3%	126%[activator]	-6%	-2%	?

The listing continues:
Values run as follows: HP1b chromo inh	Tb PGK inh	G9a inh	JMJD2A Tudor	BLM helicase inh	POLI inh	GLS inhibitor	Pin1 inh	BAZ2B block
O=C(O)C(=O)/C(=C\c1cccc(Cl)c1)c1ccc2ccccc2n1
  29%	6%	22µM*	?	-12%	76%[activator]	-10%	28%	79µM*
CCN(CC)C(=O)C1CCCN(Cc2cccc(Oc3ccccc3)c2)C1 (configuration not stated)
  0%	-2%	28µM*	22µM*	1%	17%	5%	1%	-37%
CS(=O)(=O)c1ccc(Cl)c(NC(=O)c2cc(S(=O)(=O)N3CCOCC3)ccc2N2CCCC2)c1
  3%	-3%	-14%[0.501 µM]	-21%	.	-5%	11%	-9%	7%
COc1ccccc1C(=O)OCc1cc(=O)n2nc(-c3cccs3)sc2n1
  21%	-14%	7%[59 µM]	-27%	-17%	79µM*	-11%	?	-31%
CC1(C)Cc2cccc(OCC(=O)Nc3ccc(S(N)(=O)=O)cc3)c2O1
  10%	7%	-2%	-15%	.	27%	-3%	-1%	12%
CC(C)(C)OC(=O)N1CCC[C@H]1C(=O)N/N=C/c1cccc2cccnc12
  34%	8%	4%	-15%	0%	-10%[58.9 µM]	-1%	8%	?
CCn1c(Cc2ccccc2)nnc1SCC(=O)Nc1nnc(-c2ccccc2)s1
  31%	-6%	7%[59 µM]	-16%	-6%	20%	-4%	1%	5%
COc1ccccc1CNC(=O)Cc1c[nH]c2ccccc12
  -6%	2%	-5%	-22%	-2%	31%[activator]	1%	5%	-12%
CCOC(=O)C1(Cc2cccc(OC)c2)CCN(C/C=C/c2ccccc2)CC1
  17%	-2%	?	?	-4%	14%	0%	0%	-18%
NC(=O)c1nn(CC(=O)Nc2ccc3c(c2)OCO3)cc1[N+](=O)[O-]
  7%	i	3%	-14%	-5%	39%[activator]	-11%	-7%	-8%
CCc1nn(C(CC)C(=O)NCc2cccc(OC)c2OC)c(=O)c2cc3occc3n12 (configuration not stated)
  31%	i	22%	-5%	1%	17%	-8%	-5%	-5%[57.1 µM]
O=C(COC(=O)c1cc[n+]([O-])cc1)Nc1cc([N+](=O)[O-])ccc1Cl
  10%	-4%	-3%	-19%	.	30%	1%	2%	10%
O=C1NC(=Nc2ccccc2)SC1(CO)CO
  12%	-3%	21%	-8%	-4%	50%[activator]	-20%	-2%	4%
CC(CN(C)Cc1nc(Cc2cccc(C(F)(F)F)c2)no1)CN1CCCC1 (configuration not stated)
  17%	i	-22%	-18%	-4%	55%[activator]	-1%	-1%	?
CN1CCN(c2nc(Nc3ccc(F)cc3)nc(Nc3ccc(F)cc3)n2)CC1
  -1%	i	?	?	?	-14%	4%	2%	?
CC(C)(C)c1nc2ccccc2[nH]1
  -4%	-11%	?	79µM*	-4%	8%	-11%	-2%	-8%
Cc1ccc(C[n+]2cccc(-c3ccccc3)c2)c(C)c1
  31%	-9%	-4%[59 µM]	-9%	3%	15%	-13%	-3%	0%
CCOc1ccc(C(=O)OCC(=O)Nc2cc(C)on2)cc1OCC
  9%	i	?	-1%	-1%	-6%	5%	0%	-2%
COc1ccc(S(=O)(=O)N2CCCCC2)cc1NC(=O)CCNC(=O)c1ccco1
  40%[activator]	i	?	-8%	.	20%	2%	3%	1%
CCN1CCN(C(=O)N(CC(=O)Nc2ccc(C(N)=O)cc2)S(=O)(=O)c2ccc(C)cc2)CC1
  12%	i	16%[59 µM]	-19%	.	17%	10%	-6%	11%
Nc1c(C(=O)NC23CC4CC(CC(C4)C2)C3)sc2nc3c(c(C(F)(F)F)c12)CCC3
  26%	-8%	.	-2%	-7%	-8%[58.9 µM]	-9%	9%	-8%
CCOc1ccc(Nc2nc3ccccc3c3nnc(CC)n23)cc1
  30%	11%	3%[59 µM]	7%	-1%	1%	2%	?	4%
CCOc1cc(C(=O)O)ccc1OCCOc1ccccc1
  11%	-6%	-19%	-11%	-5%	21%	-3%	6%	-16%
O=C(O)Cn1cc(F)c(=O)[nH]c1=O
  38%	i	.	-13%	.	-4%	-10%	-5%	.
Cc1ccc2[nH]c3c(c2c1)CNCC3
  7%	-2%	15%[2.33 µM]	-29%	-7%	36%[activator]	5%	-13%	-18%
FC(F)(F)c1ccc(Cl)c(NC(=S)N/N=C/c2ccccc2C(F)(F)F)c1
  18%	3%	1%[59 µM]	-12%	4%	6%	9%	-9%	6%
COc1ccc(CCN2CC(C(=O)N(C)Cc3ccccc3OC)CCC2=O)cc1 (configuration not stated)
  42%[activator]	5%	6%[59 µM]	-8%	0%	4%	1%	-7%	-14%
COc1ccc(C2/C=C\CN(CC(C)C)CC(=O)N2Cc2cccc(F)c2)cc1 (configuration not stated)
  34%	-1%	32µM*	-36%	-13%[75.6 µM]	10%	-2%	7%	.
C[C@@H](C(=O)Nc1ccc(SC(F)F)cc1)N1C(=O)C2CCCCC2C1=O (some centres not stated)
  47%[activator]	0%	.	-5%	.	57%[activator]	21%	0%	.
CCOc1cc(-c2nnc(SCC(=O)NCc3ccc(C)cc3)nc2-c2ccc(OC)c(OCC)c2)ccc1OC
  15%	8%	10µM*	-28%	-11%	10%	-21%	59%[activator]	56µM*
CC1=C(c2ccc(C(C)C)cc2)S(=O)(=O)N=C1N1CCC(C(=O)NCCc2ccco2)CC1
  -15%	.	-1%[59 µM]	-10%	-6%	?	4%	9%	-11%
COc1ccccc1NC(=O)CCC(=O)OCc1ccc(Br)cc1
  46%[activator]	6%	47%	21%	-6%	?	15%	16%	23%
CCNS(=O)(=O)c1ccc(NC(=O)c2ccccc2)cc1
  59%[activator]	-6%	6%[12.7 µM]	-15%	-5%	-6%[58.9 µM]	2%	-2%	0%
CC(=O)Nc1ccc(NC(=O)c2ccccc2CCc2ccccc2)cc1
  31%	i	9%	-15%	1%	182%[activator]	0%	13%	-19%
CC1CN(C(=O)COC(=O)Cc2c(Cl)cccc2Cl)CC(C)O1 (configuration not stated)
  32%[57 µM]	-7%	.	0%	.	17%	4%	-5%	.
C=C(C)CN(CC)C(=O)CC1C(=O)NCCN1C (configuration not stated)
  32%[activator]	-3%	?	-11%	-5%	77%[activator]	13%	-3%	-2%
COCCSc1nnc(NC(=O)COC)s1
  25%	-2%	-48%[2.33 µM]	-10%	-1%	16%	1%	-5%	-7%
COc1ccc(N(C(=O)COc2ccccc2OC)S(=O)(=O)c2ccc(C)cc2)cc1
  22%	i	54%[activator][0.501 µM]	-5%	-1%	-7%	-11%	30%[activator]	-26%

From PubChem BioAssay

Not all compounds are listed; count on the stated rates, not on these rows.
